Compound activity as filed in PubChem.
Diaphorase inh = counter-screen for diaphorase-based assays: diaphorase inhibitors and chemical oxidizers. inhibition, % at 20 µM. diaphorase resazurin-to-resorufin fluorescence, NADH, 16 min; bacterial (C. kluyveri) enzyme, not human. AID 1217. hit rate 0.69% among 190,000;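 active = primary screen inhibition at 20 µM above a set limit, cut at about 50% in these data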;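 also: plate controls were DMSO with full reaction for no effect and wells lacking NADH for full effect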
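Test system: diaphorase enzyme from Clostridium kluyveri; amount: diaphorase at 0.14 U/mL in enzyme working solution; detection: fluorescence of resorufin formed from resazurin, Ex 544/Em 590 nm; times: reaction incubation of 16 min at room temperature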
PPARg SRC-2 ag = promotes SRC-2 coactivator recruitment by human PPARgamma | PPARgamma LBD-SRC-2 recruitment, biochemical | activation, % at 8 µM | hit rate 0.34% among 200,000 | AID 1032; in the data active = activation above about 22%;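 also: 0% = vehicle and 100% = reference agonist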
Target sequence (P37231 whole entry, looked up, the tested form may be a part): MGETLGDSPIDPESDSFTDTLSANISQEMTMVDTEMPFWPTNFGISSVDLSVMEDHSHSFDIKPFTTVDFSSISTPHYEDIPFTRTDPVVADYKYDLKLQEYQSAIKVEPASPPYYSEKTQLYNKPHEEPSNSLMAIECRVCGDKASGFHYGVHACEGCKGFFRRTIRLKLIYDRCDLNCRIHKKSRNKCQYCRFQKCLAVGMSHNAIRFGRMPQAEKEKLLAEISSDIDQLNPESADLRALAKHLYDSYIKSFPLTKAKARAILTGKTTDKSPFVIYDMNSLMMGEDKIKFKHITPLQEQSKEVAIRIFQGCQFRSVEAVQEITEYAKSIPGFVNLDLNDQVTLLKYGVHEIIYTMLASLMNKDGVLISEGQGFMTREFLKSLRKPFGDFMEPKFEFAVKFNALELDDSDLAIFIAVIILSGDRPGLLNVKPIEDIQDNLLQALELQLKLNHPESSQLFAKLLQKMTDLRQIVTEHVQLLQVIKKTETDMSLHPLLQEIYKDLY
TR-FRET SRC-2 ct = counter-screen for PPARgamma SRC-2 recruitment agonists: TR-FRET artefact | active compounds read high | TR-FRET ratio at 8 µM | hit rate 0.4% among 200,000; in the data active = TR-FRET ratio above about 2000; also: inactives centre near 1500
Diaphorase act = activates diaphorase or chemically reduces, flagging diaphorase assay artifacts. Diaphorase/resazurin coupled assay, resorufin fluorescence, 16 min; active compounds read high; 1 = vehicle wells, 0 = NADH-free wells. activation factor at 20 µM. hit rate 0.005% among 190,000. AID 1229;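 active = diaphorase activity raised at least twofold by the compound at 20 µM; inactive = activation factor below 2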
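Test system: Clostridium kluyveri diaphorase, purified enzyme. Buffer or medium: 50 mM HEPES pH 7.4 buffer plus MgCl2 and Tween 20. Also added: 0.114 mM NADH and 0.1 mM resazurin, final amounts. Dosing: compound 20 µM once, DMSO 1%. Schedule: 16 min enzyme reaction, ambient temperature. Detection: fluorescence of resorufin, 544 nm excitation, 590 nm emission.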
PPARg SRC3 recr = promotes SRC-3 coactivator recruitment by human PPARgamma; P37231; biochemical PPARgamma/SRC-3 coactivator recruitment assay; activation, % at 8 µM; hit rate 0.26% among 200,000; AID 731; in the data active = activation above about 23%;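 also: 0% = DMSO and 100% = reference agonist; some compounds past the cut are filed as inactive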
PPARg SRC-1 ag = agonists of human PPARgamma SRC-1 coactivator recruitment; activation, % at 8 µM; AID 631; hit rate 0.41% among 200,000; P37231; PPARgamma-SRC-1 coactivator recruitment biochemical assay; in the data active = activation above about 19%;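 also: 0% = DMSO and 100% = reference agonist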
PMI act = activators of human phosphomannose isomerase; purified human PMI, coupled resazurin fluorescence, 20 min; active compounds read high; 1 = vehicle control, 0 substrate-free wells; hit rate 0.005% among 190,000; activation factor at 20 µM; P34949; AID 1214;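 active = activation factor of 2 or more at 20 µM, relative to plate controls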
Target sequence (P34949 whole entry, looked up): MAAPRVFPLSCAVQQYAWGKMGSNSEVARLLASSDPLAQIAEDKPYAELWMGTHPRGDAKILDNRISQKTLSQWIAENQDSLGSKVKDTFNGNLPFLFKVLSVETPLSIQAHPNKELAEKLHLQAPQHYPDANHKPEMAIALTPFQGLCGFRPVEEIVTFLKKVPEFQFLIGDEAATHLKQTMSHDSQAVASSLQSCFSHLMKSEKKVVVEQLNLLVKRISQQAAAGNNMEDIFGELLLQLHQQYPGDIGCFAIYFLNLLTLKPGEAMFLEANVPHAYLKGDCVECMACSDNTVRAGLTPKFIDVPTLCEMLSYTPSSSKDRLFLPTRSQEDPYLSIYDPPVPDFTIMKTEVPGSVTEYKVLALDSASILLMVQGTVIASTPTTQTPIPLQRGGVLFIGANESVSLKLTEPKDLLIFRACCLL
ROMK primary = modulates human ROMK potassium channel activity. P48048. Tet-inducible ROMK, thallium flux fluorescence; actives lie on both sides. B-score at 10 µM. hit rate 2% among 130,000. AID 1918;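 active = signal ratio slope over the read window, or its plate-corrected B-score, at least 3 SD from the plate mean, either direction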;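 also: B-score of the F/F0 ratio slope over 7 to 12 s after thallium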
G6PDH counter = L. mesenteroides G6PDH inhibition counter-screen | Purified L. mesenteroides G6PDH, diaphorase/resazurin coupled fluorescence, 45 min | hit rate 0.12% among 200,000 | inhibition, % at 5 µM | AID 1020; in the data active = inhibition above about 50%
S1P3 antagonist = antagonists of human S1P3 receptor. AID 485. CHO S1P3 NFAT-BLA reporter, FRET fluorescence, antagonist mode. Q99500. inhibition, % at 4.98 µM. hit rate 0.27% among 170,000;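 active = inhibition above the plate cutoff, the mean inhibition of test wells on that plate plus 3 SD, cut at about 28% in these data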;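 also: cells challenged with S1P at its EC80 of 0.8 µM; blue over green emission ratio from cleaved BLA substrate after 4 h stimulation; 0% = S1P-stimulated wells and 100% = unstimulated DMSO-only wells; some compounds past the cut are filed as inactive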
PMI act hi M6P = activators of human phosphomannose isomerase at near-saturating mannose 6-phosphate. activation factor at 20 µM. hit rate 0.34% among 190,000. coupled PMI enzyme assay, resazurin fluorescence, 20 min; active compounds read high; 1 = untreated enzyme, 0 = substrate-free blank;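 active = activation factor of 2 or more at 20 µM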
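Material: human phosphomannose isomerase with PGI, G6PDH, diaphorase coupling enzymes / Reagent: Man-6-P substrate 1.0 mM / Dosing: single compound dose of 20 µM, 1% DMSO final / Incubation: enzyme reaction with compound 20 min at room temperature / Signal: resorufin fluorescence (Ex 544/Em 590 nm) from resazurin via diaphorase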
The depositor's hits bear a star; . = no result given; & = joins results of further samples.

Labels used below – A = Diaphorase inh; B = PPARg SRC-2 ag; C = TR-FRET SRC-2 ct; D = Diaphorase act; E = PPARg SRC3 recr; F = PPARg SRC-1 ag; G = PMI act; H = ROMK primary; I = G6PDH counter; J = S1P3 antagonist; K = PMI act hi M6P
SMILES: COc1ccc(Nc2nc(N)nc(CSC(=S)N3CCN(C)CC3)n2)cc1
  A = -19 | B = 7 | C = 1592 | D = 1.2 | E = 7 | F = 2 | G = 1.1 | H = 0.043 | I = 9 | J = 5 | K = 1
SMILES: Cc1nc(N2CCCCC2)nc(N2CCCCC2)c1C=O
  A = 10 | B = 5 | C = 1536 | D = 0.9 | E = 2 | F = 10 | G = 1 | H = 0.71 | I = -3 | J = -6 | K = 0.9
SMILES: Cc1ccc(-n2c(SCC3CCCCO3)nnc2-c2ccco2)cc1 (stereo not given)
  A = 17 | B = 5 | C = 1430 | D = 0.8 | E = 0 | F = 6 | G = 0.8 | H = . | I = 3 | J = -29 | K = 0.8
SMILES: CN(C(=O)c1cc2ccccc2oc1=O)C1(C)CCS(=O)(=O)C1 (stereo not given)
  A = 3 | B = -2 | C = 1420 | D = 1 | E = -2 | F = -6 | G = 1 | H = 0.74 | I = 0 | J = -18 | K = 0.9
SMILES: O=C(COC(=O)c1cc(S(=O)(=O)N2CCOCC2)ccc1F)c1ccc[nH]1
  A = 9 | B = -7 | C = 1595 | D = 0.9 | E = 2 | F = -2 | G = 1 | H = -0.0022 | I = -4 | J = -8 | K = 1
SMILES: COc1cc(C2N(c3cccc(Cl)c3)C(=O)C3CCCN32)cc(OC)c1OC (stereo not given)
  A = 12 | B = 2 | C = 1501 | D = 0.9 | E = 3 | F = 3 | G = 1 | H = . | I = 0 | J = -16 | K = 1
SMILES: COc1ccc(-c2cc3ccccc3n2CC(O)CNC(CO)(CO)CO)cc1 (stereo not given)
  A = 8 | B = 13 | C = 1569 | D = 0.9 | E = 6 | F = 11 | G = 1 | H = . | I = 13 | J = 23 | K = 1
SMILES: Cc1cccc(C)c1NC(=O)CCCCCNS(=O)(=O)c1ccccc1
  A = 5 | B = 1 | C = 1529 | D = 1 | E = 5 | F = 5 | G = 0.9 | H = 0.027 | I = 4 | J = 2 | K = 0.9
SMILES: C=CCn1c(SCC(=O)N(C)C)nc2cc(C(=O)O)ccc2c1=O
  A = 12 | B = 10 | C = 1672 | D = 0.9 | E = 1 | F = 2 | G = 1.1 | H = 0.036 | I = 0 | J = 5 | K = 1.1
SMILES: NC(=O)CC[C@@H]1NC(=O)[C@H](CO)NC(=O)c2cc([N+](=O)[O-])cc(I)c2NCCC[C@@H](C(N)=O)NC(=O)[C@H](Cc2ccc(O)cc2)NC1=O
  A = 16 | B = 9 | C = 1464 | D = 0.8 | E = 5 | F = 8 | G = 1.2 | H = 0.036 | I = 24 | J = -18 | K = 1.1
SMILES: NC(=O)CSc1nnc(-c2cc(-c3cccs3)nc3ccccc23)o1
  A = 10 | B = -1 | C = 1314 | D = 0.9 | E = -2 | F = 2 | G = 0.9 | H = -0.02 | I = 9 | J = . | K = 1
SMILES: Cc1cc(Cl)c(S(=O)(=O)NC2CCCC2)cc1OCC(=O)NC1CCCCC1
  A = 16 | B = 6 | C = 1386 | D = 0.8 | E = -11 | F = -6 | G = 1.1 | H = -1.2 | I = 7 | J = . | K = 1
SMILES: CS(=O)(=O)N1CCC(C(=O)Nc2c(F)cccc2F)CC1
  A = 3 | B = 6 | C = 1417 | D = 1 | E = -2 | F = 5 | G = 1 | H = . | I = 3 | J = 0 | K = 1
SMILES: COCCn1c(N)c(N(Cc2ccccc2)C(=O)c2oc3ccccc3c2C)c(=O)[nH]c1=O
  A = 12 | B = 8 | C = 1468 | D = 0.9 | E = -1 | F = 6 | G = 0.9 | H = 0.39 | I = 14 | J = -15 | K = 0.9
SMILES: O=S1(=O)CCC(N=Cc2ccc(-c3ccc(Cl)cc3)o2)C1 (stereo not given)
  A = -8 | B = -5 | C = 1448 | D = 1.1 | E = 0 | F = -3 | G = 1 | H = 0.43 | I = 10 | J = -11 | K = 1.1
SMILES: Cc1nc2ccccn2c1C(=O)NC1CCCCC1
  A = 0 | B = 2 | C = 1498 | D = 1 | E = -3 | F = 2 | G = 1 | H = . | I = 10 | J = -16 | K = 1
SMILES: COc1ccc(NC(=O)CSc2nnc(Cn3c(=O)sc4ccccc43)n2C)c(OC)c1
  A = 12 | B = 4 | C = 1592 | D = 0.9 | E = 1 | F = 2 | G = 1 | H = . | I = 5 | J = -11 | K = 1
SMILES: CC(C)OCCCNC(=O)c1ccc(NC(=O)C2CCCO2)cc1 (stereo not given)
  A = -9 | B = 3 | C = 1664 | D = 1.1 | E = 4 | F = -3 | G = 1 | H = . | I = 6 | J = . | K = 1
SMILES: CCOC(=O)c1sc(NC(=O)Nc2ccccc2F)nc1C
  A = 2 | B = 2 | C = 1545 | D = 1 | E = 3 | F = 2 | G = 1 | H = 0.088 | I = -6 | J = -7 | K = 1.1
SMILES: COc1ccc(-c2noc(COc3ccc4ccccc4c3Br)n2)cc1OC
  A = 13 | B = 1 | C = 1558 | D = 0.9 | E = -3 | F = 8 | G = 0.9 | H = . | I = -50 | J = -19 | K = 0.9
SMILES: CCN(CC)S(=O)(=O)c1ccc(N2CCOCC2)c(NS(=O)(=O)c2ccc(C(C)C)cc2)c1
  A = 5 | B = 6 | C = 1667 | D = 1 | E = 3 | F = 0 | G = 1.1 | H = 0.52 | I = 5 | J = 0 | K = 1.1
SMILES: Cc1ccc(-c2sc(-c3cccnc3)nc2CC(=O)O)cc1
  A = -4 | B = 2 | C = 1746 | D = 1 | E = 6 | F = 7 | G = 1.2 | H = 0.33 | I = -1 | J = -10 | K = 1.2
SMILES: CCN1CCCC1CNC(=O)c1cc(S(=O)(=O)CC)c(N)cc1OC (stereo not given)
  A = -4 | B = 5&0 | C = 1628&1574 | D = 1 | E = 6&1 | F = 5&-1 | G = 1 | H = . | I = 10 | J = 7&-5 | K = 1
SMILES: CC(C)(C)c1ccc(/C=N/NC(=O)C(=O)NCCCN2CCOCC2)cc1
  A = 24 | B = 6 | C = 1480 | D = 0.8 | E = 2 | F = 9 | G = 1 | H = 0.67 | I = 7 | J = 0 | K = 0.8
SMILES: COc1cc(OC)c(NC(=O)Nc2ccc(OC)c(OC)c2)cc1Cl
  A = 18 | B = 6 | C = 1598 | D = 0.8 | E = 2 | F = 2 | G = 0.8 | H = . | I = 10 | J = 17 | K = 0.8
SMILES: CC(C)CNC(=O)Nc1ccc(F)c(Cl)c1
  A = 18 | B = 8 | C = 1591 | D = 0.8 | E = 6 | F = 6 | G = 0.9 | H = 0.2 | I = 12 | J = 5 | K = 0.9
SMILES: COc1ccc(C(C(=O)NC2CCCC2)N(C(=O)c2ccoc2C)c2cc(C)cc(C)c2)cc1 (stereo not given)
  A = 12 | B = 1 | C = 1353 | D = 0.9 | E = -5 | F = -1 | G = 0.9 | H = . | I = 2 | J = . | K = 0.9
SMILES: CC1CCCC(NC(=O)COC(=O)c2ccccc2Sc2ccccc2C#N)C1C (stereo not given)
  A = -2 | B = -1 | C = 1376 | D = 1 | E = -5 | F = -7 | G = 1 | H = 0.35 | I = -1 | J = -11 | K = 1
SMILES: COc1ccc(CNC(=O)c2noc(C)c2[N+](=O)[O-])cc1
  A = -2 | B = -2 | C = 1427 | D = 1 | E = 0 | F = 0 | G = 1.1 | H = 0.018 | I = 5 | J = -8 | K = 1.1
SMILES: CCC(C)(C)NC(=O)C(c1cccn1C)N(C(=O)Cn1nnc2ccccc21)c1ccc(OC)cc1 (stereo not given)
  A = 8 | B = 2 | C = 1698 | D = 0.9 | E = 1 | F = 6 | G = 1 | H = . | I = 8 | J = -3 | K = 1
SMILES: CCCN1Cc2cccc(C(=O)N3CCN(c4ccc(F)cc4)CC3)c2C1=O
  A = 6 | B = 9 | C = 1466 | D = 0.9 | E = -11 | F = 4 | G = 1 | H = -0.49 | I = 5 | J = . | K = 0.9
SMILES: Cc1nn2c3ccccc3nc2n(Cc2ccccc2)c1=O
  A = . | B = 2 | C = 1309 | D = . | E = 4 | F = 4 | G = . | H = . | I = . | J = -16 | K = .
SMILES: COc1cc(CN2CCN(S(=O)(=O)c3ccc(NC(C)=O)cc3)CC2)cc(OC)c1O
  A = 43 | B = 0 | C = 1514 | D = 0.6 | E = -3 | F = 2 | G = 0.8 | H = 1 | I = 52* | J = -5 | K = 0.5
SMILES: O=C(NCCCN1CCCC1)c1ccc2c(Cl)c3c(nc2c1)CCCC3
  A = -8 | B = 9 | C = 1519 | D = 1.1 | E = -1 | F = 4 | G = 1 | H = . | I = -3 | J = -5 | K = 1
SMILES: CC(C)C(NS(=O)(=O)c1cccc2nsnc12)C(=O)NCc1ccc2c(c1)OCO2 (stereo not given)
  A = 1 | B = 15 | C = 1668 | D = 1 | E = 9 | F = 7 | G = 1.1 | H = . | I = 14 | J = . | K = 1.1
SMILES: Cc1cc(F)ccc1NCc1ccncc1
  A = 17 | B = -1 | C = 1452 | D = 0.8 | E = -7 | F = 1 | G = 1 | H = -0.035 | I = 3 | J = -12 | K = 0.8

In the list so far, these contain fluorine:
Labels used below – A = Diaphorase inh; B = PPARg SRC-2 ag; C = TR-FRET SRC-2 ct; D = Diaphorase act; E = PPARg SRC3 recr; F = PPARg SRC-1 ag; G = PMI act; H = ROMK primary; I = G6PDH counter; J = S1P3 antagonist; K = PMI act hi M6P
SMILES: O=C(COC(=O)c1cc(S(=O)(=O)N2CCOCC2)ccc1F)c1ccc[nH]1
  A = 9 | B = -7 | C = 1595 | D = 0.9 | E = 2 | F = -2 | G = 1 | H = -0.0022 | I = -4 | J = -8 | K = 1
SMILES: CS(=O)(=O)N1CCC(C(=O)Nc2c(F)cccc2F)CC1
  A = 3 | B = 6 | C = 1417 | D = 1 | E = -2 | F = 5 | G = 1 | H = . | I = 3 | J = 0 | K = 1
SMILES: CCOC(=O)c1sc(NC(=O)Nc2ccccc2F)nc1C
  A = 2 | B = 2 | C = 1545 | D = 1 | E = 3 | F = 2 | G = 1 | H = 0.088 | I = -6 | J = -7 | K = 1.1
SMILES: CC(C)CNC(=O)Nc1ccc(F)c(Cl)c1
  A = 18 | B = 8 | C = 1591 | D = 0.8 | E = 6 | F = 6 | G = 0.9 | H = 0.2 | I = 12 | J = 5 | K = 0.9
SMILES: CCCN1Cc2cccc(C(=O)N3CCN(c4ccc(F)cc4)CC3)c2C1=O
  A = 6 | B = 9 | C = 1466 | D = 0.9 | E = -11 | F = 4 | G = 1 | H = -0.49 | I = 5 | J = . | K = 0.9
SMILES: Cc1cc(F)ccc1NCc1ccncc1
  A = 17 | B = -1 | C = 1452 | D = 0.8 | E = -7 | F = 1 | G = 1 | H = -0.035 | I = 3 | J = -12 | K = 0.8

Rows are unselected; 3.3% or so of the library scored in one or more.
